EPAC1 antag: blocks human EPAC1 exchange factor. O95398. 0.14% of 360,000 active. AID 720709. EPAC1 GEF assay, Rap1b-BODIPY-GDP exchange fluorescence. Potency, µM (doses to about 115 µM), inactives show at the top dose activity change, negative = inhibition, most hits filed as inhibitors;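 also: potency is read from the fitted curve at half-maximal effect; plate controls were vehicle for no effect and positive control for full effect; nearly all actives have a fitted effect of over 50% in size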
EPAC1 agonist: agonists of human EPAC1; O95398; EPAC1 agonist qHTS, biochemical assay; response scale: 100% = response to 6.5 mM cAMP; Potency, µM (titrated, usually from 154 µM), inactives show top-dose activation, hits mostly activators; 0.073% of 360,000 active; AID 720707; also: potency is read from the fitted curve at half-maximal effect; nearly all actives have a fitted effect of over 60% in size
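Nucleotide exchange assay: 100 nM EPAC1 with 250 nM Rap1B loaded with BODIPY-GDP and 50 uM GDP, room temperature. Fluorescence (480/540 nm) read every 5 min for 30 min; signal change normalized to 6.5 mM cAMP as full agonist.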
MmCpn inh: blocks the Methanococcus maripaludis chaperonin Mm-Cpn; purified Mm-Cpn ATPase, ADP Transcreener TR-FRET; Potency, µM (doses to about 76.9 µM), without a hit: at the highest dose activity, negative = inhibition, hits mostly inhibitors; 0.031% of 330,000 active; also: potency is read from the fitted curve at half-maximal effect; % is scaled to controls: 0 for no effect and ±100 for the full control effect; nearly all actives have a fitted effect of over 80% in size
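TR-FRET (320 nm excitation; 590 and 665 nm emission) reports ADP made from 10 uM ATP by 25 nM enzyme; compounds were preincubated 10 min, reaction run 30 min, both at 37°C.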
PLK1 PBD inh: PLK1 (human) polo-box domain binding inhibition; P53350; Plk1 PBD binding of FITC phosphopeptide, fluorescence polarization; Potency, µM, for the others: max response, negative = inhibition, hits mostly inhibitors; 2.8% of 360,000 active; AID 720504; also: potency is read from the fitted curve at half-maximal effect; series mostly up to about 57 µM; % is scaled to controls: 0 for no effect and ±100 for the full control effect; nearly all actives have a fitted effect of over 65% in size
PI5P4Ka inh: blocks human PI5P4K alpha kinase activity | P48426 | PI5P4Kalpha enzyme, ADP-Glo luminescence, 60 min; hits give low values | max response, % | 1.2% of 330,000 active; active = max response of -50% or lower; inconclusive = between -30% and -50%; inactive = -30% or higher; also: value at the top dose of about 77 µM; % is scaled to controls: 0 for no effect and ±100 for the full control effect
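Controls without substrate or without enzyme flank wells where PI5P4Kalpha converts substrate using 5 microM ATP (final). Incubation lasts 60 minutes at room temperature; ADP formed is read by ADP-Glo luminescence.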
EPAC2 antag: antagonists of human EPAC2. EPAC2 GEF exchange of Rap1B-BODIPY-GDP, fluorescence. Potency, µM (doses to about 114 µM), inactives show at the highest dose activity, negative = inhibition, usual class: inhibitors. 0.18% of 360,000 active; also: potency is read from the fitted curve at half-maximal effect; % is scaled to controls: 0 for no effect and ±100 for the full control effect; nearly all actives have a fitted effect of over 45% in size; many of its hits are not listed in these tables
Target sequence (Q8WZA2 whole entry, looked up): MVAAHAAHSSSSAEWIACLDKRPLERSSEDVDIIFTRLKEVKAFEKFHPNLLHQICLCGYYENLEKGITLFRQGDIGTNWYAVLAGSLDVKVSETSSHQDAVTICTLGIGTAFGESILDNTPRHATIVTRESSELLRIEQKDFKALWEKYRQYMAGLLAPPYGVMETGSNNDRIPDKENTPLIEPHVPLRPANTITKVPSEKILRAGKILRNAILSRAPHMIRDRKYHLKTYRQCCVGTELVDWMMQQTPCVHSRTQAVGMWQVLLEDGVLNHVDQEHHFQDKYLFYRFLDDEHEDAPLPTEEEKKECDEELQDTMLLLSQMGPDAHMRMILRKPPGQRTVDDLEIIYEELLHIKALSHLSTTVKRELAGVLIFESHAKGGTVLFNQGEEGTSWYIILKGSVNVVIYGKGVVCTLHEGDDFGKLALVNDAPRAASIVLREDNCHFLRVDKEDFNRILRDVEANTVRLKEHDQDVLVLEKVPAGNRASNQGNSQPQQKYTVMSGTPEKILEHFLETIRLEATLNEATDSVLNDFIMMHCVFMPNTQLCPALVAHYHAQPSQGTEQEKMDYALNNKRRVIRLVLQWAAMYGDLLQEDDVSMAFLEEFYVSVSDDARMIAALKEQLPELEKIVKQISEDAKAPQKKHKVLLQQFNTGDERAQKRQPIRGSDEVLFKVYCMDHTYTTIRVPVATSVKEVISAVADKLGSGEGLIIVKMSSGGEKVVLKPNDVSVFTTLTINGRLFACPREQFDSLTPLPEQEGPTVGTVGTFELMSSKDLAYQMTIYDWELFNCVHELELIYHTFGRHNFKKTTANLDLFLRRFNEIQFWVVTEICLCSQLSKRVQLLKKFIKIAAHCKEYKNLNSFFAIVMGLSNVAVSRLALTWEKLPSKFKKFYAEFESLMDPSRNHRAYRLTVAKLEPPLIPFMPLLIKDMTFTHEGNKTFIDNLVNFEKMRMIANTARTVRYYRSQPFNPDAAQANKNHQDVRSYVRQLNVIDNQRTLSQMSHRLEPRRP
CCT chaperon mod: cytosolic chaperonin activity modulation. purified chaperonin ATPase assay, HTRF ADP detection, 30 min. activity change, % (no concentration beside the values), hits read low. 0.3% of 360,000 active. AID 651819; in the data active = activity change below about -30%; also: % is scaled to controls: 0 for no effect and ±100 for the full control effect
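Enzyme 40 or 20 nM (batch-dependent) in Tris pH 7.4/KCl/MgCl2/DTT; cpd 76 uM single point; ATP 10 uM; 30 min 37 °C; Transcreener ADP HTRF detection, 30 min RT; ratio 665/615.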
WRN helicase inh: blocks human WRN helicase; WRN helicase unwinding, fluorescent forked duplex, kinetic; Potency, µM (top dose mostly 114 µM), for inactives: at the top dose activity change, negative = inhibition, actives largely listed as inhibitors; 0.46% of 360,000 active; AID 651768; also: potency is read from the fitted curve at half-maximal effect; % is scaled to controls: 0 for no effect and ±100 for the full control effect; nearly all actives have a fitted effect of over 55% in size
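Primary qHTS, 1536-well format. 20 nM WRN + compound, 15 min RT; start with 100 nM forked fluorophore/quencher duplex, 2 mM ATP (final); kinetic read ex 525/em 598 nm.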
Active calls of the source: *; ? = inconclusive; nt = not tested or not shown; [ ] = another dose, or the depositor's remark. Unless noted, calls follow the shape of the dose curve; as a rule, active = well fitted curve in the direction sought with a large enough effect; inconclusive = small, poorly fitted or top-dose-only effect, or another doubt; inactive = no such curve, though single readings can be large; an effect the other way counts as inactive or inconclusive. Only part of the results is shown; count on the stated rates, not on these rows.

SMILES	EPAC1 antag	EPAC1 agonist	MmCpn inh	PLK1 PBD inh	PI5P4Ka inh	EPAC2 antag	CCT chaperon mod	WRN helicase inh
Cc1ccc2nc(-c3ccccn3)c(N)n2c1	15.8%	-7.9%	nt	-0.9%	-19.0	4.2%	-1.9	0.8%
O=C(c1cccc(F)c1)N1CCN(c2ccc([N+](=O)[O-])c3cccnc23)CC1	7.4%	7.4%	-2.0%	-16.3%	0.2	-1.3%	-0.5	-3.7%
CC(NC(=O)c1cccnc1)C(c1cccs1)N1CCN(C)CC1 (stereo not given)	-5.5%	-3.3%	-0.1%	-17.8%	-1.0	2.6%	1.2	-4.9%
CC(=O)N1CCC2(CC1)C(C#N)=C(N)Oc1c2sc2nc(C)cc(C)c12	3.4%	2.1%	-3.6%	-7.8%	nt	6.2%	-0.8	-1.1%
CN(C)C1(CNC(=O)CC(NC(=O)c2ccccc2Cl)c2ccccc2)CCCCC1 (stereo not given)	-21.5%	9.1%	-0.9%	-6.4%	10.1	7.1%	-0.7	-8.8%
COc1ccccc1N(CC(=O)N/N=C/c1ccc(C(=O)O)cc1)S(=O)(=O)c1ccc(C)cc1	8.7%	4.1%	1.6%	-8.8%	6.1	2.4%	1.3	-7.8%
COc1ccc(C(=O)Nc2ccc(C(=O)N3CCC(C)CC3)cc2)cc1OC	11.0%	0.6%	2.4%	-9.1%	0.6	0.1%	-2.4	-6.8%
Cc1noc(C)c1COC(=O)c1cnc(Cl)c(Cl)c1	-7.8%	3.0%	2.2%	-6.9%	0.8	-6.4%	-2.6	-24.0%
COc1nnc(OC)c2ccccc12	17.8%	-2.3%	0.5%	-4.2%	nt	7.0%	-3.5	-2.4%
CC1CN(C(=O)c2ccc(NS(=O)(=O)c3ccc(F)c(F)c3)cc2)CC(C)O1 (stereo not given)	3.4%	1.2%	2.2%	-6.1%	-0.5	-0.4%	0.3	2.7%
COc1ccc2c(=O)c(C(=O)O)c(-c3ccc4c(c3)OCO4)n(C)c2c1	-21.2%	0.4%	-5.3%	-16.9%	-2.3	8.5%	-2.4	2.1%
Cc1ccc(S(=O)(=O)NC2c3cccc4cccc(c34)C2Sc2nncn2C)cc1 (stereo not given)	-2.3%	-23.7%	-0.7%	1.6%	2.7	7.3%	-2.3	1.1%
CCC(C)[C@H](NC(=O)NCc1ccco1)C(=O)O (stereo not given in full)	5.0%	6.3%	1.1%	-3.1%	nt	4.0%	-1.3	-3.1%
CC1Cc2ccccc2N1C(=O)Cn1cc([N+](=O)[O-])cn1 (stereo not given)	-4.0%	11.1%	0.2%	-3.0%	-7.1	1.9%	-0.1	-21.6%
O=C(COc1ccc(F)cc1Cl)NC1CCCCCC1	-13.6%	1.5%	-0.8%	-5.5%	1.8	?	-1.7	-8.0%
O=C1NC(Cc2c[nH]c3ccccc23)C(=O)N1Cc1ccc(CN2C(=O)NC(Cc3c[nH]c4ccccc34)C2=O)cc1 (stereo not given)	?	6.3%	-1.0%	-10.3%	0.4	-26.8%	-4.0	-7.0%
CC(NC(=O)c1cc2c(s1)CS(=O)(=O)C2)c1ccccc1 (stereo not given)	2.0%	-4.3%	-0.1%	2.8%	-8.8	26.7%	1.2	0.1%
O=C(NCCCN1CCCC1=O)C1CCCO1 (stereo not given)	-4.9%	2.4%	-0.5%	-3.4%	0.5	-7.7%	-3.0	-10.0%
Fc1ccc(-n2c(-c3cccs3)nc3nc4ccccc4nc32)cc1	-7.4%	3.6%	0.0%	-9.5%	1.1	0.8%	-1.0	2.0%
O=C(COC(=O)C1C2CC3OC(=O)C1C3C2)Nc1cccc(Cl)c1 (stereo not given)	8.5%	0.7%	-2.4%	0.1%	-7.8	2.4%	-0.8	10.3%
Cc1cccn2c(=O)c3cc(C(=O)NCc4ccco4)c(=N)n(C4CCCCC4)c3nc12	-0.2%	-4.8%	-1.2%	-9.0%	4.5	-6.0%	0.6	-11.5%
CCOC(=O)C1CCCN(CCC(=O)Nc2cc(C)ccc2C)C1 (stereo not given)	-12.9%	5.1%	1.4%	-6.3%	4.2	8.9%	-2.3	-0.5%
CCc1nc2ccc(C(=O)Nc3ccc(OC)c(OC)c3)cn2c1N(C)Cc1cccs1	-13.4%	0.2%	nt	-7.7%	3.6	-22.0%	-3.6	-17.1%
O=C(Nc1ccc(F)cc1)c1cccc2c1C(=O)N(Cc1ccccn1)C2	-22.2%	4.1%	0.5%	-22.3%	1.0	-6.5%	-2.4	5.3%
Cc1ccc(NC(=O)CN(C)C(=O)c2cc3c(s2)CCCCC3)cc1	16.4%	-1.7%	-7.5%	-3.4%	-6.3	4.4%	0.8	2.6%
CC(C)NC(=O)C1CCN(C(=O)c2ccc(-c3ccccc3)cc2)CC1	3.6%	-7.2%	nt	0.5%	1.0	5.7%	-0.9	-9.3%
Cc1noc(C)c1CN(C(=S)NC1CC1)c1ccccc1	2.4%	1.9%	0.6%	-2.2%	-7.7	-1.1%	-1.6	4.9%
CC(C)CCNc1nc(N)c([N+](=O)[O-])c(NCCO)n1	3.9%	-3.3%	0.1%	3.0%	?	0.4%	-4.1	-3.6%
Cc1ccc(C(=O)CC(c2cccs2)S(=O)(=O)c2ccc(C)cc2)cc1 (stereo not given)	4.8%	3.5%	-1.7%	-6.8%	7.5	1.0%	-1.5	-6.9%
CN(C(=S)NC1CCCCC1)C1(c2ccccc2Cl)CCCCC1=O (stereo not given)	-2.4%	16.5%	1.3%	3.0%	4.1	-9.5%	0.2	-6.9%
Cc1ccc(C(=O)N[C@H](C(=O)OCc2cc(=O)oc3cc(C)ccc23)C(C)C)cc1	-1.1%	-5.6%	0.3%	-27.3%	-1.8	16.5%	-5.9	7.4%
COc1ccc(-n2cc(-c3ccccc3)c3c(=O)[nH]cnc32)cc1	?	9.4%	-0.6%	-7.2%	2.1	-5.2%	-5.4	-9.0%
O=C(COC(=O)CN1C(=O)C(=O)c2ccccc21)OCN1C(=O)c2ccccc2C1=O	4.7%	0.5%	1.3%	-7.5%	1.4	0.0%	0.3	-11.8%
CCCOC(=O)CSc1nc(N)c(C#N)c(CC)c1C#N	12.2%	-1.9%	?	-10.6%	-1.7	11.9%	0.9	8.0%
COCCN(C(=O)CSc1nnc(-c2cccs2)n1N)c1c(N)n(Cc2ccccc2)c(=O)[nH]c1=O	1.4%	2.3%	0.6%	5.1%	-3.8	6.4%	-1.1	-7.3%
COc1cc(/C=C(\C#N)C(=O)NCC2CCCO2)c([N+](=O)[O-])cc1OC (stereo not given)	-14.4%	0.6%	2.1%	?	0.7	-18.0%	0.1	-12.6%
N=C(N)n1c(N)nc2ccccc2c1=O	11.5%	-8.4%	-1.1%	-1.3%	2.0	-2.8%	-1.4	11.7%
CC(=O)c1ccccc1OCC(O)CNC1CCCC1 (stereo not given)	5.1%	2.0%	2.0%	2.0%	-3.6	0.1%	0.3	6.2%[57.1 µM]
CCC(C)N1CC(O)=C(c2nc3ccccc3[nH]2)C1=N (stereo not given)	-2.7%	-6.5%	-7.0%	-3.8%	nt	7.8%	-6.8	-1.1%
COC(CC(=O)NNC(=S)Nc1ccc(Cl)cc1)OC	6.8%	-1.2%	-1.6%	-14.8%	2.8	-5.4%	-1.4	-8.8%

In another format: entries from further up.
Results follow in this order: EPAC1 antag	EPAC1 agonist	MmCpn inh	PLK1 PBD inh	PI5P4Ka inh	EPAC2 antag	CCT chaperon mod	WRN helicase inh
Cc1ccc(C(=O)N[C@H](C(=O)OCc2cc(=O)oc3cc(C)ccc23)C(C)C)cc1
    -1.1%	-5.6%	0.3%	-27.3%	-1.8	16.5%	-5.9	7.4%
COc1ccc(-n2cc(-c3ccccc3)c3c(=O)[nH]cnc32)cc1
    ?	9.4%	-0.6%	-7.2%	2.1	-5.2%	-5.4	-9.0%
O=C(COC(=O)CN1C(=O)C(=O)c2ccccc21)OCN1C(=O)c2ccccc2C1=O
    4.7%	0.5%	1.3%	-7.5%	1.4	0.0%	0.3	-11.8%
CCCOC(=O)CSc1nc(N)c(C#N)c(CC)c1C#N
    12.2%	-1.9%	?	-10.6%	-1.7	11.9%	0.9	8.0%
COCCN(C(=O)CSc1nnc(-c2cccs2)n1N)c1c(N)n(Cc2ccccc2)c(=O)[nH]c1=O
    1.4%	2.3%	0.6%	5.1%	-3.8	6.4%	-1.1	-7.3%
COc1cc(/C=C(\C#N)C(=O)NCC2CCCO2)c([N+](=O)[O-])cc1OC (stereo not given)
    -14.4%	0.6%	2.1%	?	0.7	-18.0%	0.1	-12.6%
N=C(N)n1c(N)nc2ccccc2c1=O
    11.5%	-8.4%	-1.1%	-1.3%	2.0	-2.8%	-1.4	11.7%
CC(=O)c1ccccc1OCC(O)CNC1CCCC1 (stereo not given)
    5.1%	2.0%	2.0%	2.0%	-3.6	0.1%	0.3	6.2%[57.1 µM]
CCC(C)N1CC(O)=C(c2nc3ccccc3[nH]2)C1=N (stereo not given)
    -2.7%	-6.5%	-7.0%	-3.8%	nt	7.8%	-6.8	-1.1%
COC(CC(=O)NNC(=S)Nc1ccc(Cl)cc1)OC
    6.8%	-1.2%	-1.6%	-14.8%	2.8	-5.4%	-1.4	-8.8%

Going on with the list.
SMILES	EPAC1 antag	EPAC1 agonist	MmCpn inh	PLK1 PBD inh	PI5P4Ka inh	EPAC2 antag	CCT chaperon mod	WRN helicase inh
CCN(CC)C(=O)C1=C(C)N(Cc2ccc(C(C)(C)C)cc2)C(=O)C(CC(=O)NC2CCCC2)C1 (stereo not given)	-20.0%	-6.7%	nt	-9.4%	2.0	-4.1%	-5.1	-5.3%
Cc1ccccc1NC(=O)c1cc[n+]([O-])cc1	7.9%	7.3%	0.0%	-1.8%	0.0	1.2%	-3.1	-1.4%[57.1 µM]
O=c1cc(Cc2nnc(SCc3ccccc3)n2-c2ccc(Cl)cc2)[nH]c(=O)[nH]1	-3.4%	-0.9%	3.5%	-12.7%	1.7	2.1%	3.0	3.0%
O=C(NCCc1ccccc1)C1CCC(CNS(=O)(=O)c2ccccc2)CC1 (stereo not given)	-21.5%	5.6%	-1.2%	-2.7%	7.4	7.9%	1.2	-1.4%
Cc1cc(S(=O)(=O)Nc2c(C(=O)O)[nH]c3ccccc23)ccc1F	-9.5%	0.0%	?	-6.0%	nt	5.1%	-1.3	-3.7%
O=C1NNC(c2ccccc2)=N/C1=C\c1ccco1	-20.3%	5.9%	-6.9%	?	-52.5*	3.6%	-3.2	-26.9%

Single records (already shown). Order of values: EPAC1 antag, EPAC1 agonist, MmCpn inh, PLK1 PBD inh, PI5P4Ka inh, EPAC2 antag, CCT chaperon mod, WRN helicase inh
Results for O=C1NNC(c2ccccc2)=N/C1=C\c1ccco1 : -20.3%, 5.9%, -6.9%, ?, -52.5*, 3.6%, -3.2, -26.9%
Results for O=C(NCCc1ccccc1)C1CCC(CNS(=O)(=O)c2ccccc2)CC1 (stereo not given) : -21.5%, 5.6%, -1.2%, -2.7%, 7.4, 7.9%, 1.2, -1.4%

Screens as filed in PubChem.
